Screens (PubChem)
PGC1a acetyl inh = PGC1a acetylation modulation, inhibitor mode | inhibition, % at 15.6 µM | U2OS PGC1a acetylation, AlphaScreen anti-acetyl-lysine; with virally co-expressed GCN5 acetyltransferase | hit rate 0.17% among 350,000 | AID 651687;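 active means every replicate shows inhibition of at least 40%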;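 further: 0% = neutral control wells and 100% = positive control wells; some results beyond the cut were filed as inactive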
SIRT5 block = sirtuin-5 (human) deacylase inhibition; hit rate 1.1% among 330,000; inhibition, % at 15 µM; Q9NXA8; Purified SirT5, succinyl-peptide AMC, trypsin-coupled fluorescence; in the data active means inhibition above about 15%
Cneo AK release = causes C. neoformans cell lysis; adenylate kinase release luminescence, 4 h; normalised: neutral wells 0, clomiphene wells 100; lysis activity, % at 15 µM; hit rate 0.2% among 360,000;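 active means mean lysis activity across replicates of at least 80%, whatever share of replicates individually reach that level; inactive means mean lysis activity below 80%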
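Material – Cryptococcus neoformans yeast cells · Quantity – 5 × 10^6 yeast cells/mL · Buffer or medium – YPD medium · Compound – single dose · Timing – 4 h static compound exposure, 37 °C, read 1 h post-reagent · Signal – adenylate kinase release luminescence · Read-out basis – lysis from increased AK signal · Benchmarks – Clomiphene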
LGR2 inh = inhibitors of bursicon-induced Drosophila LGR2 receptor cAMP signaling | HEK293 LGR2, CRE-luciferase, bursicon-stimulated, 4 h | inhibition, % at 9.99 µM | hit rate 0.35% among 380,000 | AID 720647;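 active means drop in luminescence signal, shown as inhibition above about 50% in the replicate tests, limit read from the data, passing the limit was not always enough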;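 further: agonist challenge used bursicon conditioned medium at about half maximal strength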
S100A4 inh HTS = blocks human S100A4 binding to myosin IIA peptide; P26447; S100A4/TAMRA-MyoIIA peptide fluorescence polarization; inhibition, % at 10.7 µM; hit rate 0.14% among 360,000; AID 652163;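 active means mean inhibition of at least 70% across replicates, with every replicate also reaching that level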
Target sequence (P26447 whole entry, looked up): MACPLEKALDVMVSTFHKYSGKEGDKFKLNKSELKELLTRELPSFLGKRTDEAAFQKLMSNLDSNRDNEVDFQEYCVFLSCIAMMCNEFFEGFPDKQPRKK
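Material: human S100A4 monomer with TAMRA-labelled myosin IIA peptide; buffer or medium: HEPES pH 7.2 with CaCl2, KCl, NaCl, DTT, Triton; compound dosing: one concentration per compound; schedule: 5 min incubation before reading; benchmarks: neutral control DMSO, positive control TFP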
ERAP1 HTS inh = blocks human ERAP1 aminopeptidase activity; Q9NZ08; recombinant ERAP1, Leu-AMC fluorescence, 60 min; inhibition, % at 10.7 µM; hit rate 0.15% among 340,000; AID 652197;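 active means mean replicate inhibition of at least 30%, or all replicates individually reaching that 30% level; inactive means mean below 30% and not every replicate reaching it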;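 further: 0% = neutral control wells and 100% = L-leucinethiol positive control wells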
Target sequence (Q9NZ08 whole entry, looked up): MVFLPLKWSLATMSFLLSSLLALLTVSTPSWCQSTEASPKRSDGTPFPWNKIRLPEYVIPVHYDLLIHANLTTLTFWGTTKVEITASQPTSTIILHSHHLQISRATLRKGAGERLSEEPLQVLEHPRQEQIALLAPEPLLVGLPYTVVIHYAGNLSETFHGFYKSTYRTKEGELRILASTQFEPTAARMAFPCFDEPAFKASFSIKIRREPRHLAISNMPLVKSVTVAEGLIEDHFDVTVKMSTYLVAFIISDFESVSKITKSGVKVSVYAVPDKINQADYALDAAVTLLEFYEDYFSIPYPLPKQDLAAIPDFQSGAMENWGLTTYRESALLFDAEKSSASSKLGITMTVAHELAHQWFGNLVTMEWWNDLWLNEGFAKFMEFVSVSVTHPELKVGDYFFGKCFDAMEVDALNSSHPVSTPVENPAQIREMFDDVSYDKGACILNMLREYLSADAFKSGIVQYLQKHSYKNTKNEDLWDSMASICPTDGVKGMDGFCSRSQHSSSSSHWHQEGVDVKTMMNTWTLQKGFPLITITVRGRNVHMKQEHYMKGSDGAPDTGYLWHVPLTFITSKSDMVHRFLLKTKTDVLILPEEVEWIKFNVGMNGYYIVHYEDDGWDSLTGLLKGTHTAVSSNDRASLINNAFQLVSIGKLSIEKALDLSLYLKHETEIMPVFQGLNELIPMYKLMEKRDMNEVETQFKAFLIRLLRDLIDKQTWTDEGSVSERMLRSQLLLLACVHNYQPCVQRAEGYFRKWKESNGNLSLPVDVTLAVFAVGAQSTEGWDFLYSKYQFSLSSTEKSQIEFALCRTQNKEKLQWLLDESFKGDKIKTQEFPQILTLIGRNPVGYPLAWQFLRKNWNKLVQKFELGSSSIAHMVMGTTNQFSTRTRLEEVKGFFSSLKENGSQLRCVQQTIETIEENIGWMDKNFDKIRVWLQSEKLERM
C2C12 statin = protects C2C12 myotubes from simvastatin toxicity | hit rate 0.78% among 330,000 | ATP luminescence, 48 h; scaled: DMSO 0, geranylgeraniol control 100 | rescue of ATP level, % at 7.49 µM;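 active means mean ATP rescue above about 67%, or every replicate alone reaching that limit, limit read from the data, passing the limit was not always enough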;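 further: myotubes were challenged with 10 µM simvastatin during compound exposure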
Xi reactivation = activators of X-chromosome reactivation in mouse fibroblasts. XiGFP mouse fibroblasts, % GFP-positive cells imaging, 3 d; cells co-treated with 5-aza-dC sensitizer; scaled so ellipticine positive control = 100%. activation, % at 7.58 µM. hit rate 0.055% among 360,000. AID 743238;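 active means mean normalized replicate activation at least 10% and every replicate at or above 10%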;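 further: 0% = median of on-plate neutral control wells and 100% = ellipticine 6 µM median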
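Assay system: SV40-immortalized XiGFP fibroblast cells, line 68-5-11; buffer or medium: DMEM plus 5-aza-dC sensitizer; compound: one concentration, pinned; timing: compounds 3 days, fix/stain 15 min at room temperature; benchmarks: positive control ellipticine, 6 µM final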
* hit, by the source's call; / = not tested or not shown; & = joins results of further samples. These rows are one share of the data, so the mix of outcomes need not match the whole.

SMILES	PGC1a acetyl inh	SIRT5 block	Cneo AK release	LGR2 inh	S100A4 inh HTS	ERAP1 HTS inh	C2C12 statin	Xi reactivation
CC1(Cc2cccc(C(F)(F)F)c2)C(=O)Nc2ccc(-c3ccc(F)c(Cl)c3)cc21 (configuration not stated)	-11	-11	2	-10	-3	2	-57	-0.1
CN(C)CCNC(=O)C(=O)NCC1OCCN1S(=O)(=O)c1ccc([N+](=O)[O-])cc1 (configuration not stated)	/	-9	/	5	-6	2	/	0.2
Cc1cc(C(=O)OCC(=O)Nc2ccccc2C(F)(F)F)on1	7	/	0	-1	5	0	3	0.0
CCC(=O)N(C)C[C@@H]1Oc2cc(-c3ccccc3)ccc2S(=O)(=O)N([C@H](C)CO)C[C@H]1C	3	3	-7	3	8	1	-13	1.5
Cc1noc(C)c1NC(=O)N(C)C[C@@H]1Oc2ccc(NC(=O)NC(C)C)cc2CC(=O)N([C@@H](C)CO)C[C@H]1C	6	-1	1	4	-12	3	-10	0.0
O=C(CSc1nc2ccccc2s1)NNC(=S)Nc1ccccc1	-3	0	0	-6	1	2	/	0.0
COc1ccc(N2CCN(c3ncnc4sc(C(=O)NCC5CCCO5)c(C)c34)CC2)cc1 (configuration not stated)	12	-2	-1	-5	-2	-3	5	0.0
O=C(COc1ccc(C(=O)c2ccc(F)cc2)cc1)Nc1cccc(S(=O)(=O)N2CCOCC2)c1	/	/	/	11	3	3	/	1.1
COc1cc(OC)cc(-c2cc(N3C(=O)Nc4ccccc4N3O)n[nH]2)c1	0	/	3	2	/	/	/	0.2
COc1cccc(S(=O)(=O)N[C@@H]2CC[C@@H](CCn3cc(-c4ccccc4OC)nn3)O[C@H]2CO)c1	-15	0	-4	0	4	0	1	0.2
CCCn1c(CN2CCN(C(=O)c3ccco3)CC2)nc2cc(S(=O)(=O)N(C)C)ccc21	12	0	1	3	-4	3	-5	0.1
COc1cc(C(=S)N2CCOCC2)ccc1OC(=O)c1ccccc1C	-7	1	-6	4	2	-3	-7	0.4

Quoted from the listing.
Reading for `COc1ccc(N2CCN(c3ncnc4sc(C(=O)NCC5CCCO5)c(C)c34)CC2)cc1` (configuration not stated) in Xi reactivation: 0.0
Reading for `CC1(Cc2cccc(C(F)(F)F)c2)C(=O)Nc2ccc(-c3ccc(F)c(Cl)c3)cc21` (configuration not stated) in ERAP1 HTS inh: 2

Next section
SMILES	PGC1a acetyl inh	SIRT5 block	Cneo AK release	LGR2 inh	S100A4 inh HTS	ERAP1 HTS inh	C2C12 statin	Xi reactivation
CCC(C)C(NC(=O)/C(=C\c1ccccc1)NC(=O)c1ccc(OC)cc1)C(=O)O (configuration not stated)	7	-4	/	6	3	-3	/	0.0
COc1cccc(C(=O)Nc2ccc3c(c2)C(=O)N(C)C[C@H](OC)[C@H](C)CN(C)[C@H](C)CO3)c1	-8	4	1	-11	9	2	-3	0.1
COC(=O)/C=C/c1ccc2c(c1)S(=O)(=O)N(c1cccc(OC)c1)[C@H]2CC(=O)OC	-1	/	-2	2	-2	0	-8	0.3
Nc1nccnc1C(=O)OCC(=O)c1ccc[nH]1	/	-9	2	7	1	-8	-2	0.1
Cc1ccc(S(=O)(=O)Nc2ccc3c(c2)CC(=O)N([C@@H](C)CO)C[C@@H](C)[C@H](CN(C)S(=O)(=O)c2ccc(F)cc2)O3)cc1	-3	/	1	-1	/	/	-12	-0.2
Cc1cccc(CCNC(=O)CCS(=O)(=O)c2cc3c(cc2Cl)NC(=O)CO3)c1	-16	-4	-5	22	-8	5	17	0.1
Cn1nc(C(C)(C)C)c(NC(=O)c2cccs2)c1C(C)(C)C	8	-2	6	3	-8	7	-15	0.1
CCN1CCN(c2ccc(NC(=O)c3ccc4c(c3)[nH]c(=O)n4Cc3ccc(F)cc3)cc2)CC1	/	-5	/	/	49	1	/	0.0
Cc1cc(N/C(=N/S(=O)(=O)c2cc(F)ccc2F)c2ccccc2)n(-c2ccccc2)n1	/	3	/	2	0	1	/	0.1
CCC(=O)N1C[C@@H](C)[C@H](OC)CN(C)C(=O)c2cc(NC(=O)Nc3ccccc3)ccc2OC[C@@H]1C	1	8	0	-10	-73	-3	-8	0.5
CC1CCCCC1NS(=O)(=O)c1ccc(S(=O)(=O)N2CCCC2)cc1 (configuration not stated)	4	/	-1	-1	/	/	-1	/
COC(=O)c1cc(OC)c(OC)cc1NC(=O)Cc1cccs1	20	-2	-2	-26	-5	-2	-2	0.0
O=C(N[C@H]1CC[C@H](CCNS(=O)(=O)c2ccc(F)cc2)O[C@@H]1CO)c1cnccn1	6	-2	-2	-7	-19	0	-7	-0.6
c1ccc(C[n+]2c(-c3ccccc3)csc2Nc2ccccc2)cc1	0	-6	3	-40	5	-2	/	-0.1
Cc1ccc2nc(C)cc(C(=O)NC3CCCCCC3)c2c1	-8	-3	0	-16	0	-2	2	0.5
CCN(CC)C(=S)Oc1ccc(Cl)cc1Cl	5	-8	5	7	-3	2	-6	0.3
C[C@@H]1CN([C@@H](C)CO)C(=O)Cc2cc(NS(=O)(=O)c3ccccc3)ccc2O[C@H]1CN(C)S(=O)(=O)c1ccc(Cl)cc1	-1	/	-1	-11	/	/	3	-1.1
CCOCCN(C(=O)c1ccccc1Cl)c1ccccc1	-5	3	/	-1	-2	10	-4	0.4
CCCC(=O)Nc1ccc2c(c1)OC[C@H](C)N(CCc1ccccc1)C[C@@H](C)[C@H](OC)CN(C)C2=O	10	/	/	-1	/	/	4	0.0
O=C(O)c1ccc(S(=O)(=O)N2CCC3(CC2)CC(=O)c2ccccc2O3)cc1	36	-12	-1	5	-4	-7	3	0.0
Nc1nccnc1C(=O)OCC(=O)N1CCN(S(=O)(=O)c2ccc(Cl)cc2)CC1	/	-37	/	-8	0	-7	/	-0.1
CCOC(=O)c1c(C)[nH]c(C)c1S(=O)(=O)NCC(=O)Nc1ccccn1	2	-3	-4	1	-1	-5	-10	0.0
CCN(CC(=O)Nc1c(F)cccc1F)C(=O)COc1ccc2c(C)cc(=O)oc2c1	/	1	/	2	2	-1	/	0.0
COCCCNC(=O)C[C@H]1C[C@H](C(=O)N(C(C)C)C(C)C)[C@@]2(C)c3[nH]c4ccc(Cl)cc4c3CCN2C1=O	1	-6	0	4	-2	3	-15	0.0
CC1=C(C(=O)NCCN2CCOCC2)C2(CCC(C)CC2)OC1=O (configuration not stated)	-15	1	1	15	-4	2	8	0.0
CSc1ccc(/C=C/C(=O)OCC(=O)NC2CCS(=O)(=O)C2)cc1 (configuration not stated)	-2	-3	4	-13	-5	-2	13	0.1
O=C(NC1CC1)C1CCN(S(=O)(=O)c2ccc(Cl)cc2)CC1	-4	/	0	-17	-2	-4	0	0.1
CCCCC[C@@H](C)N1C[C@H](COCc2ccccc2)Oc2cc(N3CCC[C@H]3CO)ccc2S1(=O)=O	/	-1	/	34	-1	0	/	0.1
Clc1ccccc1OCCCn1ccnc1	1	0	-1	5	-12	1	7	0.1
CCCN(C)C[C@H]1OCCCC[C@@H](C)Oc2ccc(NS(=O)(=O)c3cccs3)cc2C(=O)N([C@H](C)CO)C[C@@H]1C	6	1	/	2	1	-1	/	-1.1
Cc1ccc(S(=O)(=O)Nc2cc(-c3ccccc3)nn2C)cc1Cl	0	/	-3	-18	-17	/	/	0.2
CO[C@@H]1CN(C)C(=O)c2ccc(NC(=O)C3CCC3)cc2OC[C@@H](C)N(C(=O)Nc2ccc(C(F)(F)F)cc2)C[C@H]1C	/	4	-3	/	3	1	-4	/
O=C(O)/C=C/C(=O)OC1CC2CCC1C2 (configuration not stated)	-2	-4	/	0	3	-9	/	-0.1
CCCC(C(=O)NNC(=O)c1cc(C)oc1C)c1ccccc1 (configuration not stated)	/	0	/	16	-1	2	/	0.0
CC(C)C(=O)Nc1nc2cc3c(cc2s1)OCO3	/	5	-4	-52	0	-4	-15	-0.3
CCC1CCCCN1CCCNC(=O)c1cn(CC)c2ccc(S(=O)(=O)N3CCc4ccccc4C3)cc2c1=O (configuration not stated)	7	-4	3	33	-1	3	-15	-0.7
C[C@H](CO)N1C[C@H](C)[C@@H](CN(C)Cc2ccc(C(=O)O)cc2)Oc2c(NS(=O)(=O)c3ccc(F)cc3)cccc2C1=O	5	-3	2&0	5&3	5&-3	3	-14&-3	-0.8&0.0
CSc1ccc(/C=C(/NC(=O)c2ccccc2)C(=O)NCCCn2ccnc2)cc1	19	0	1	-5	-1	-1	-2	0.0
Cc1nc(SCC(=O)OCc2ccccc2)c2c(=O)n(C)c(=O)n(C)c2n1	/	3	-2	10	9	3	10	0.0
O=C(C[C@H]1CC[C@@H]2NC[C@H](O)COC[C@H]2O1)NCCN1CCCCC1	10	-1	58	-10	-2	3	-1	0.0
CC1CCCN(c2cc(N(C)CCO)c([N+](=O)[O-])c3nonc23)C1 (configuration not stated)	8	10	-2	-16	-3	5	8	0.1
CN(C)S(=O)(=O)c1cccc(NC(=O)/C=C/c2ccc(S(=O)(=O)N3CCOCC3)cc2)c1	-6	1	-1	13	0	0	-2	0.0
O=c1c(/C=N\NS(=O)(=O)c2ccccc2)coc2ccc(Cl)cc12	-1	-2	-1	-17	-13	0	/	0.1
COCC#Cc1cnc2c(c1)C(=O)N([C@@H](C)CO)C[C@H](C)[C@@H](CN(C)Cc1ccc(F)cc1)O2	4	-11	4	-18	12	-1	25	-1.0
CCOC(=O)C(CC)(CC)C(=O)/C=C/c1ccc(Br)cc1	57*	/	0	35	/	/	-8	/
CCOc1cc(C(=O)Nc2ccc(N3CCN(C(C)=O)CC3)cc2)cc(OCC)c1OCC	14	1	-1	6	-1	6	-12	0.0
Cc1[nH]c(C)c(S(=O)(=O)NCc2ccc(N(C)C)cc2)c1C(=O)N1CCCC1	-7	1	0	0	8	0	-2	0.0
CCc1ccc(NC(=O)C(C)OC(=O)CN2C(=O)NC3(CCCC3)C2=O)cc1 (configuration not stated)	0	2	0	-14	0	1	-1	-0.1
O=C(NCc1ccccc1)C(CCc1ccccc1)n1c(=O)c(-c2ccccc2)nc2ccccc21 (configuration not stated)	/	1	/	-13	-6	-1	/	0.0
NS(=O)(=O)c1ccc(CCNC(=O)c2coc3ccccc3c2=O)cc1	/	-1	4	-20	29	1	7	0.0
CC(C)c1ccc(C(O)c2nc3ccccc3n2C)cc1 (configuration not stated)	12	-4	7	-9	3	-2	4	-0.1
Nc1[nH]c(C(=O)c2ccccc2)c(-c2ccc(F)cc2)c1C(=O)NCc1ccccc1	/	-4	/	-7	-2	0	/	0.1
Cc1cc(NC(=NC2CC2)c2ccccc2F)n(-c2ccccc2)n1	/	-6	/	8	-2	1	/	0.0

Structural class, those above with a COOH group.
SMILES	PGC1a acetyl inh	SIRT5 block	Cneo AK release	LGR2 inh	S100A4 inh HTS	ERAP1 HTS inh	C2C12 statin	Xi reactivation
CCC(C)C(NC(=O)/C(=C\c1ccccc1)NC(=O)c1ccc(OC)cc1)C(=O)O (configuration not stated)	7	-4	/	6	3	-3	/	0.0
O=C(O)c1ccc(S(=O)(=O)N2CCC3(CC2)CC(=O)c2ccccc2O3)cc1	36	-12	-1	5	-4	-7	3	0.0
O=C(O)/C=C/C(=O)OC1CC2CCC1C2 (configuration not stated)	-2	-4	/	0	3	-9	/	-0.1
C[C@H](CO)N1C[C@H](C)[C@@H](CN(C)Cc2ccc(C(=O)O)cc2)Oc2c(NS(=O)(=O)c3ccc(F)cc3)cccc2C1=O	5	-3	2&0	5&3	5&-3	3	-14&-3	-0.8&0.0
